Screening data deposited in PubChem BioAssay by Sanford-Burnham Center for Chemical Genomics.
TAG inh – triacylglycerol accumulation inhibition | H9c2 cells, Nile Red lipid (TAG) fluorescence; cells loaded with 200 µM oleic acid | inhibition, % at 12.5 µM | actives 0.66% (n = 230,000) | AID 651582;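 active means pattern-corrected inhibition of lipid staining of at least 50% with the nuclear-stain viability signal not falling by more than 50%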;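 further: 0% = DMSO wells and 100% = triacsin C control wells; some results filed as inactive read as strong as hits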
TAG inh DAPI viability – also measured in TAG inh; calls as there; DAPI nuclei signal change (viability), lower = more cytotoxic, %;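 whole-well DAPI fluorescence read on a plate reader as a viability signal; minus 50 percent equals half of cells still viable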
Starred values were filed as active, the others as inactive. An excerpt (hit frequency here may not be typical).

mol	TAG inh	TAG inh DAPI viability
CCCCOc1ccc(NC(=O)C(=O)NCCC2=CCCCC2)cc1	64*	-37*
CCC1(C(=O)c2ccccc2)C2c3cc(Br)ccc3OC(=O)C21C(=O)N1CCOCC1 (stereo not given)	13	-8
Cc1ccc(C2=NS(=O)(=O)N(C)C(C(=O)NC3CCCC3)=C2)cc1	-1	5
O=S(=O)(c1ccc(F)cc1)N1CCN(c2ncccn2)CC1	0	4
CC(C)c1nc2sc3c(=O)n(N)cnc3c2c2c1COC(C)(C)C2	1	-4
Cc1nc(SCC(=O)NC(=O)NCc2ccco2)nc(C)c1C	-1	-9
COc1cc(/C=N/NC(=O)Cc2c[nH]c3ccccc23)cc(OC)c1OC	13	-1
O=C(C1=C[C@H](c2coc3ccccc3c2=O)C[C@H](OCc2ccc(CO)cc2)O1)N1CCN(Cc2ccccc2)CC1	-31	0
Cc1ccccc1NC(=O)Cn1cnc2c(oc3nc4c(cc32)COC(C)(C)C4)c1=O	2	11
O=C(NC1CC1)c1cccc(NC(=O)C2CCN(S(=O)(=O)c3ccccc3C(F)(F)F)CC2)c1	15	4
CCOC(=O)N1CCN(c2c(NCc3cccs3)c(=O)c2=O)CC1	24	-25
CS(=O)(=O)Nc1ccccc1C(=O)Nc1ccc2c(c1)OCCO2	12	-6
CCN(CC(=O)Nc1ccccc1C(F)(F)F)CC(=O)c1[nH]c(C)c(C(C)=O)c1C	-4	-2
O=C(c1cc2nc(-c3ccc(F)cc3)cc(C(F)(F)F)n2n1)N1CCCCC1c1cccnc1 (stereo not given)	-13	10
Cc1c(C(=O)O)sc(S(=O)(=O)N2CCN(C(=O)Cc3ccc(Cl)cc3)CC2)c1C(=O)O	-12	0
CC(C)N(C(=O)CSc1nnc(Cc2ccc3c(c2)OCO3)n1C)C(C)C	-3	-5
CC(C)(C)C(=O)NC1CC2CCCC(C1)N2C(=O)Nc1ccccc1F (stereo not given)	2	-6
CC(C)(C)OC(=O)[C@H](Cc1ccccc1)NC(=O)c1ncn2c1c(=O)[nH]c1ccc(Br)cc12	65*	-20*
COc1ccccc1NS(=O)(=O)c1cccc(-n2c(O)c(C=Nc3ccccc3C(=O)O)c3ccccc3c2=O)c1	2	1
COc1cc(C(=O)Nc2cc(C)ccc2C)ccc1OCc1c(C)noc1C	-6	-8
O=C(CCc1ccccc1)N1CCN(c2ccc([N+](=O)[O-])cc2)CC1	-13	-4
CC(C)Cn1cc(C(=O)NCCCN2CCC(C)CC2)c2c3ccccc3n(C)c2c1=O	24	-8
COc1ccccc1CC(=O)Nc1ccc(F)cc1F	3	-5
COC(=O)c1cc(NC(=O)Cn2c(=O)cnc3ccccc32)cc(C(=O)OC)c1	7	1
Cc1cc(C)n(-c2ccc(C(=O)N3CCN(S(=O)(=O)c4ccc(OC(F)(F)F)cc4)CC3)cc2)n1	-1	-2
CCOC(=O)Cn1c(=NC(=O)C2CC2)sc2c(C)cc(C)cc21	-12	-2
COc1ccc(-c2cc(C(=O)O)no2)cc1	5	-30
CCCNC(=O)CN(C)C(=O)c1n[nH]c2ccccc12	2	8
COc1cc(OC)cc(C(=O)NCCOC23CC4CC(CC(C4)C2)C3)c1	0	5
O=C(NC1CCCCC1)c1cc2ccccc2cc1O	11	-2
O=C(CSCc1ccccc1)NCCCN1CCOCC1	9	-2
CCn1c(SCC(=O)N2CCOCC2)nc2ccccc21	9	-7
Cc1ccc(S(=O)(=O)N2CCN(c3nc4ccccc4nc3-n3nc(C)cc3C)CC2)cc1	21	2
CN(C)CCCCCN(C)Cc1cc2ccccc2o1	9	9
CC1(Cc2cccc(C#N)c2)C(=O)Nc2ccc(-c3cccc(C(F)(F)F)c3)cc21 (stereo not given)	9	1
COc1cc(CNCCSc2nnnn2C)cc(Br)c1OCc1ccc(F)cc1	-23	9
Clc1ccc2oc3c(Cl)ncnc3c2c1	3	0
N#C/C(=C\c1ccc(O)c(O)c1)S(=O)(=O)c1ccccc1	2	5
O=C(NCc1nnc(SCC(=O)N2CCN(c3ccccc3)CC2)o1)c1ccco1	-5	-2
CCOC(=O)C1CCN(C(=O)N2CCOCC2)CC1	0	-4
Cc1nn(-c2ccccc2)c(C)c1C(=O)Nc1ccc(N2CCOCC2)cc1	17	-7
COc1ccc2oc(=Nc3cc(F)ccc3F)c(C(N)=O)cc2c1	16	-19
COc1cccc(/C=N/NC(=O)CSc2cccc3cccnc23)c1	61*	-23*
CNC(=S)N1CCN(c2c(F)cc3c(=O)c(C(=O)O)cn(C4CC4)c3c2OC)CC1C (stereo not given)	-9	0
COC(=O)C1=C(C)NC(C)=C(C(=O)OCC2CCCO2)C1c1cccc(Cl)c1 (stereo not given)	-8	-3
COc1ccccc1-c1nc(N)n[nH]1	11	-8
CCCc1nc2oc3ccccc3c(=O)c2c(=O)n1-c1ccc(C)cc1	3	-3
CCC(CC)c1nnc(NC(=O)CCc2ccccc2)s1	0	4
CCCCN(C)C(=O)c1sc(=O)n(Cc2ccccc2F)c1C	-22	-4
CC1(C(=O)NS(=O)(=O)c2ccccc2Cl)CCN1C(=O)C1CCCCC1 (stereo not given)	-2	1
COc1ccccc1OCc1nc(C#N)c(NCCCn2ccnc2)o1	12	-17
COC(=O)Cn1c(CN2CCN(c3ccccc3F)CC2)nc2c1c(=O)n(C)c(=O)n2C	-14	0
CC1CCCCN1C(=O)CSc1nc(N)cc(=O)[nH]1 (stereo not given)	-3	-4
CCN(CC)CCn1c2c(c(SCC(=O)Nc3nc4ccccc4s3)nc1=O)CCC2	14	5
COc1ccc(NC(=O)C(=O)c2cn(CC(=O)N3CCCC3)c3ccccc23)c(OC)c1	17	-7
CCCc1[nH][nH]c(=O)c1C(c1cccc(Cl)c1)C(C#N)C#N (stereo not given)	-17	-1

5 records drawn at random from those above:
mol	TAG inh	TAG inh DAPI viability
COc1ccc(NC(=O)C(=O)c2cn(CC(=O)N3CCCC3)c3ccccc23)c(OC)c1	17	-7
COC(=O)Cn1c(CN2CCN(c3ccccc3F)CC2)nc2c1c(=O)n(C)c(=O)n2C	-14	0
CC1CCCCN1C(=O)CSc1nc(N)cc(=O)[nH]1 (stereo not given)	-3	-4
CCCCN(C)C(=O)c1sc(=O)n(Cc2ccccc2F)c1C	-22	-4
CCCc1[nH][nH]c(=O)c1C(c1cccc(Cl)c1)C(C#N)C#N (stereo not given)	-17	-1

(continued)
mol	TAG inh	TAG inh DAPI viability
CN(C)C(CNC(=O)c1cccc(NS(=O)(=O)c2ccc(Br)cc2)c1)c1ccco1 (stereo not given)	-12	9
COc1ccc(C2CC(=O)Oc3cc4c(cc32)OCO4)cc1 (stereo not given)	10	-5
COc1ccc(OCCN2C(=O)c3ccccc3C2=O)cc1	-12	7
COc1cc2cc(CCCOC(=O)c3ccc(Br)cc3)oc(=O)c2cc1OC	-6	-1
COC(=O)c1ccccc1S(=O)(=O)NNC(=O)C12CC3CC(CC(C3)C1)C2	2	-8
Cc1ccc(Nc2nc(N)nc(CN3CCN(Cc4ccccc4)CC3)n2)cc1Cl	8	13
CCOC(=O)N1CCN(S(=O)(=O)c2ccc(C(=O)N(CCN(C)C)c3nc4ccc(CC)cc4s3)cc2)CC1	-2	2
Cc1cc(C)c2c(n1)nn1c(-n3ccnc3)cc(C)nc21	6	27
O=C1NCCCC1C(=O)N1CCCCC1 (stereo not given)	-4	-1
CC1=C(C(=O)N(C)C)CC(CC(=O)NCCCCc2ccccc2)C(=O)N1CCCN1CCCC1=O (stereo not given)	14	-14
CCOCCCNC(=O)C(c1ccc(C)cc1)N(Cc1cccs1)C(=O)c1ccccn1 (stereo not given)	2	1
Brc1cccc(OCCOCCn2ccnc2)c1	-3	0
CCOC(=O)c1c(NC(=O)C[n+]2ccc(N(C)C)cc2)sc(C)c1C	-16	1
CCc1cccc(CC)c1-n1c(-c2cccnc2)n[nH]c1=S	6	-8
COc1ccc(C2c3c(ccc4ccccc34)Oc3ncn4nc(CO/N=C/c5ccccc5)nc4c32)cc1 (stereo not given)	40	-1
COc1ccc(C(O)CNc2ccc(C)cc2)cc1 (stereo not given)	-8	3

Single records, from the list above.
Shown for O=C1NCCCC1C(=O)N1CCCCC1 (stereo not given) = TAG inh: -4; TAG inh DAPI viability: -1
Shown for CCOC(=O)c1c(NC(=O)C[n+]2ccc(N(C)C)cc2)sc(C)c1C = TAG inh: -16; TAG inh DAPI viability: 1
Shown for CC1=C(C(=O)N(C)C)CC(CC(=O)NCCCCc2ccccc2)C(=O)N1CCCN1CCCC1=O (stereo not given) = TAG inh: 14; TAG inh DAPI viability: -14

Other compounds follow.
mol	TAG inh	TAG inh DAPI viability
O=C(O)CC1(CC(=O)Nc2ccc3sccc3c2)CCCCC1	-5	1
COc1cc(/C=C/C(=O)O)cc(S(=O)(=O)NCc2ccco2)c1OC	8	-6
COc1ccc(CCNC(=O)c2c([S-])n(-c3ccc(C)cc3)c3cccc[n+]23)cc1	4	-3
C#CCOCCOCCOCCNc1nc(N2CCN(C(=O)Cn3cc(CCCCN)nn3)CC2)nc(N2CCN(C(=O)[C@H](Cc3ccc(O)cc3)n3cc(CCO)nn3)CC2)n1	7	3
Cc1cccc(Cn2ccc(NC(=O)c3ccc4c(c3)OCO4)n2)c1	16	-25
O=C1c2cccc3cccc(c23)C(=O)N1CC1CCCO1 (stereo not given)	16	-7
CCCCN1C(=O)C(=O)N(CC(=O)Nc2ccccc2C(=O)OCC)C1=O	8	5
CC1(C)C[C@H](O)[C@]2(CO)[C@H](O)C[C@]3(C)C(=CCC4[C@@]5(C)CC[C@H](O)C(C)(C)C5CC[C@]43C)[C@@H]2C1 (stereo not given in full)	18	-7
Cc1cc(NC(=O)Cc2cn3ccsc3n2)n(-c2ccccc2)n1	-11	4
CC(C)(C)N1C(=O)c2ccc(C(=O)NCc3ccco3)cc2C1=O	4	1
COc1ccc2c(c1)C(C)=CC(C)(C)N2S(=O)(=O)c1ccc(C)cc1	20	-30
COc1ccc(C(=O)OCC(=O)NC2CCCCCCC2)cc1OC	15	2
COCCCNc1nc2c(-c3ccc(Cl)cc3)nnn2c2ccccc12	9	121
CCOC(=O)NC(=O)CSc1cc(C)c2cc(C)cc(C)c2n1	-4	5
COc1ccc(S(=O)(=O)N2CCN(C(=S)NC3CCCCC3)CC2)cc1	6	0
O=C(CSc1nc2ccccc2n1CC(=O)N1CCCCC1)N1CCCCC1	9	4

Of the compounds above, these contain two or more sulfur atoms.
mol	TAG inh	TAG inh DAPI viability
Cc1c(C(=O)O)sc(S(=O)(=O)N2CCN(C(=O)Cc3ccc(Cl)cc3)CC2)c1C(=O)O	-12	0
CCN(CC)CCn1c2c(c(SCC(=O)Nc3nc4ccccc4s3)nc1=O)CCC2	14	5
CCOC(=O)N1CCN(S(=O)(=O)c2ccc(C(=O)N(CCN(C)C)c3nc4ccc(CC)cc4s3)cc2)CC1	-2	2
COc1ccc(S(=O)(=O)N2CCN(C(=S)NC3CCCCC3)CC2)cc1	6	0

(more compounds)
mol	TAG inh	TAG inh DAPI viability
O=C1C[C@@H]2c3c(cccc3CN1Cc1ccc(Br)cc1)C[C@@H](O)[C@H]2O	-5	-10
CCC1=C(OC(=O)N(CC)CC)N2C(=O)OC(=NCc3ccccc3)[C@]2(C)[C@H]2C1=CC[C@H]1C(=O)N(CC)C(=O)[C@H]12	-2	-2
CCCSc1nnc2n(C)c(=O)c3c4c(sc3n12)CCC4	0	2
Cc1ccc(C(=O)NC2CCN(S(=O)(=O)c3ccccc3)CC2)cc1	-5	-4
CN(C)C1(CNC(=O)C2CCC(=O)N(CCc3ccc(Cl)cc3)C2)CCCCC1 (stereo not given)	10	2
CCOC(=O)c1c(NC(=O)c2cc(CC(C)C)on2)sc(C(C)=O)c1C	23	-5
O=c1ccc(Cl)cn1Cc1ccccc1F	-4	-2
COc1cccc(NC(=O)CSc2nnc(C)s2)c1	4	-3
C[C@@H]1CN([C@H](C)CO)C(=O)CCCn2nncc2CO[C@@H]1CN(C)C(=O)Nc1ccnc(N2CCOCC2)c1	4	2
COc1ccc(Cc2nnc(NC(=O)c3cccc([N+](=O)[O-])c3)s2)cc1	13	-8
C#CCOCCOCCOCCNc1nc(N2CCOCC2)nc(N2CCN(C(=O)[C@H](CCC(=O)O)n3cc([C@@H](N)CCCCN)nn3)CC2)n1	1	-3
OCCN1CCN(c2ncnc3scc(-c4ccc(F)cc4)c23)CC1	-17	4
NC(=O)[C@@H]1CCCN1C(=O)c1ccc2oc(CCc3ccccc3)nc2c1	0	4
O=C(O)c1ccc(N2CC3CC(C2)c2cccc(=O)n2C3)c(NC(=S)Nc2ccc(Cl)cc2Cl)c1 (stereo not given)	-5	2
Cc1cc(C)c(C)c(S(=O)(=O)Nc2ccc(O)cc2)c1C	-2	3
